High-throughput results from PubChem BioAssay.
AmpC detergent – blocks E. coli AmpC beta-lactamase in detergent assay | AmpC hydrolysis of nitrocefin, absorbance 480 nm, 0.01% Triton | Potency, µM (doses to about 114 µM), without a hit: at the highest dose activity change, negative = inhibition, hits mostly inhibitors | 0.041% of 370,000 active | AID 485294;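 further: potency means the concentration at half of the fitted maximal effect; 0% = no-compound wells and -100% = no-enzyme wells; nearly all actives have a fitted effect of over 25% in size; some results filed as inactive show a strong effect at the top dose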
Target sequence (P00811 whole entry, looked up): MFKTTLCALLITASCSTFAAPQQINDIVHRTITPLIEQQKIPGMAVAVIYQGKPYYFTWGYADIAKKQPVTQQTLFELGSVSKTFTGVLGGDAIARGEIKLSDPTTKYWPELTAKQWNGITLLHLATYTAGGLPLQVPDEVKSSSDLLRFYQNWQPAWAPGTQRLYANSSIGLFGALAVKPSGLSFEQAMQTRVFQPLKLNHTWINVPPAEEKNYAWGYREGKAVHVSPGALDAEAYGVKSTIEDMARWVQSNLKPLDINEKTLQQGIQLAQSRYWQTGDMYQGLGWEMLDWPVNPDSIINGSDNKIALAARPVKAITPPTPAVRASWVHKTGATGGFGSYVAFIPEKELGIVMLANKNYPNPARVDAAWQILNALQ
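20 mM phosphate pH 7.0 + 0.01% (detergent screen) or 0.0001% Triton X-100; 5.3 nM AmpC reagent; cpd preinc 15 min RT; nitrocefin (800 uM stock) to start; A480 q20 s × 4 min; Activity was normalised to no-enzyme and no-compound control wells.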
FBPA Giardia inh – inhibitors of Giardia lamblia fructose-1,6-bisphosphate aldolase | A8B2U2 | purified Giardia FBPA | Potency, µM (highest dose often 59.6 µM), for inactives: top-dose activity, negative = inhibition, usual class: inhibitors | 0.71% of 290,000 active | AID 2451; further: potency means the concentration at half of the fitted maximal effect; nearly all actives have a fitted effect of over 55% in size
Target sequence (A8B2U2 whole entry, looked up): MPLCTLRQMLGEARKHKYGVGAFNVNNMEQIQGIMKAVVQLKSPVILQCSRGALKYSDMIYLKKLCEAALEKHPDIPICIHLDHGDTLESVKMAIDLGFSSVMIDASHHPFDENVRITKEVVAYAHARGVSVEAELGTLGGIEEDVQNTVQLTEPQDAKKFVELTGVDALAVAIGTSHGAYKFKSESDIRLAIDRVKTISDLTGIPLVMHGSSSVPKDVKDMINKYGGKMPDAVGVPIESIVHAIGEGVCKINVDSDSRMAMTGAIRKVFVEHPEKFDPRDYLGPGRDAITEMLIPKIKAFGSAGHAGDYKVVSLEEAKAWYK
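Giardia FBPA (40 nM reagent) was preincubated 10 min at RT with compound (up to 57.5 uM final), then substrate plus GAPDH/TPI/NAD/arsenate coupling system with diaphorase/resazurin was added; resorufin fluorescence (525/598 nm) was read after 20 min.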
Sm TGR inh – inhibitors of Schistosoma mansoni thioredoxin glutathione reductase. Q962Y6. purified TGR, DTNB reduction, TNB absorbance 405 nm. Potency, µM (highest dose often 114 µM), for the others: at the top dose activity change, negative = inhibition, most hits filed as inhibitors. 3% of 360,000 active. AID 485364; further: potency means the concentration at half of the fitted maximal effect; nearly all actives have a fitted effect of over 60% in size
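TGR 20 nM + NADPH 100 uM (dispensed conc.), cpd preinc 15 min RT; start with NADPH (500 uM addition) then DTNB (15 mM addition). Kinetic TNB absorbance, 405 nm filter. Four-parameter Hill fit across titration.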
AMA1-RON2 inh – inhibitors of Plasmodium falciparum AMA1-RON2 interaction | 0.2% of 360,000 active | AID 720542 | Potency, µM (top dose mostly 58.2 µM), for the others: at the top dose activity change, negative = inhibition, most hits filed as inhibitors | AlphaScreen AMA1-biotinylated RON2 peptide binding;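 further: potency means the concentration at half of the fitted maximal effect; 0% = vehicle wells and -100% = peptide control; nearly all actives have a fitted effect of over 45% in size; some results filed as inactive show a strong effect at the top dose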
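AMA1 (3D7) with his tag at 25 nM final met compounds first, then biotinylated RON2 peptide at 25 nM; detection used donor plus acceptor beads, 10 µg/mL apiece, read by AlphaScreen after 30 min at room temperature.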
HCMV antiviral – human cytomegalovirus inhibition; AID 1259415; 4.5% of 410,000 active; activity change, negative = inhibition, % at 57.5 µM; HFF cells, HCMV-luciferase reporter, 72 h; active compounds read low; in the data active means activity change below about -60%; inconclusive means no clear call, values can overlap the other calls; inactive means above about -39%
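After 16 h attachment at 37C, HFF cells received test compound and HCMV-luciferase (1 PFU/cell); reporter luminescence read 72 h later, data normalized against buffer-only and known inhibitor Salinomycin.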
HCV inhibitor – blocks hepatitis C virus | Huh7.5.1 HCVcc-Cre infection, luciferase reporter, 44 h | Potency, µM (top dose mostly 41.8 µM), without a hit: at the highest dose activity change, negative = inhibition, usual class: inhibitors | 3.4% of 340,000 active; further: potency means the concentration at half of the fitted maximal effect
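Cells (1,000/well) were plated 4 h before compound, then infected with HCVcc-Cre virus (~0.5 moi). After 44 h further culture, infection was read as luciferase luminescence following a 15 min substrate incubation at room temperature.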
An asterisk follows results filed as active; u = inconclusive; x = no result given; & = joins results of further samples; [ ] = remark or other dose. Unless noted, the call rests on the fitted dose curve; in most records, active means well fitted curve in the direction sought with a large enough effect; inconclusive means small, poorly fitted or top-dose-only effect, or another doubt; inactive means no such curve, though single readings can be large; an effect the other way counts as inactive or inconclusive. Unless noted, on the % scale 0 is the no-effect control and ±100 the full control effect.

The line under a structure holds: AmpC detergent	FBPA Giardia inh	Sm TGR inh	AMA1-RON2 inh	HCMV antiviral	HCV inhibitor
- O=C(Nc1ccc(S(=O)(=O)NC2CCCCC2)cc1)c1ccc(Br)o1
→ -17%	-5%	-1%	-12%	u	u
- O=C(O)CSc1nc2c(cnn2-c2ccccc2)c(=O)n1-c1ccc(Br)cc1
→ u	13%	0%	-6%[2.32 µM]	-37	5%
- COc1cccc(C(=O)/C=C/c2ccc(OCC#N)c(OC)c2)c1
→ -3%	-6%	-8%	-5%	-100*	u
- Cn1c(C(=O)NCCN2CCOCC2)cc2c(=O)n(C)c3ccccc3c21
→ u	-18%	0%	4%	55	-13%
- C=C1CCN([C@H](C(=O)NCc2ccc(Cl)cc2)C(C)C)S(=O)(=O)c2ccccc21
→ 1%	5%	12%	1%	6	17%
- CC1(C)Cc2nc(-c3ccccc3)nc(NNC(=O)c3ccco3)c2CO1
→ 1%	-5%	9%	44%[activator]	-30	-4%
- COC(=O)c1cc(NS(=O)(=O)c2ccc(NCc3cccnc3)c([N+](=O)[O-])c2)cc(C(=O)OC)c1
→ -1%	10%	-1%	-1%	16	10%
- C[C@@H]1CN([C@@H](C)CO)C(=O)c2cccc(NS(C)(=O)=O)c2O[C@H]1CN(C)CC1CCCCC1
→ x	x	x	-2%	33	16%
- Cn1cnc2nc[nH]c2c1=O
→ x	x	x	0%	11	15%
- Cc1ccc(NCC(O)Cn2cnc3c2c(=O)n(C)c(=O)n3C)cc1 (centres undefined)
→ -11%	2%	2%	-4%	-18	-20%
- COc1ccc(/C=C(\NC(=O)/C=C/c2ccco2)C(=O)NCCc2nc3ccccc3[nH]2)cc1
→ u	-2%	u	22%	-13	2%
- COc1cc(OC)cc(C(=O)Nn2cc(C(=O)Nc3c(F)cccc3F)c3ccccc3c2=O)c1
→ -1%	3%	-9%	-14%	-25	u
- CCOc1ccc(NC(=O)CCc2c(C)nc3c4c(C)cc(C)nc4nn3c2C)cc1
→ 13%	x	7%	x	4	x
- COc1cc(C(=O)O)ccc1OCc1ccncc1
→ 2%	-1%	1%	-2%	-13	11%
- COc1cc2sc3cc(NCC[C@@H]4CCCN4C)ccc3c(=O)c2cc1OC
→ x	x	x	-4%	14	u

Looked up one by one from the entries so far (2):
The line under a structure holds: AmpC detergent	FBPA Giardia inh	Sm TGR inh	AMA1-RON2 inh	HCMV antiviral	HCV inhibitor
- C=C1CCN([C@H](C(=O)NCc2ccc(Cl)cc2)C(C)C)S(=O)(=O)c2ccccc21
→ 1%	5%	12%	1%	6	17%
- O=C(Nc1ccc(S(=O)(=O)NC2CCCCC2)cc1)c1ccc(Br)o1
→ -17%	-5%	-1%	-12%	u	u

Next part.
The line under a structure holds: AmpC detergent	FBPA Giardia inh	Sm TGR inh	AMA1-RON2 inh	HCMV antiviral	HCV inhibitor
- Cc1ccc([C@@H]2[C@@H]3C(=O)N(c4ccccc4)C(=O)[C@@H]3[C@]3(C)C(=O)N(CC4CC4)CC(=O)N23)o1
→ -3%	13%	u	3%	15	1%
- CCOC(=O)C1CCN(C(=O)C(C)Oc2ccc(Br)cc2)CC1 (centres undefined)
→ 0%	4%	x	-4%	u	-3%
- COc1ccc(N(C(=O)c2ccc(C)cc2)S(=O)(=O)c2cccs2)cc1
→ u	3%	-1%	5%	-2	u
- Nc1nnc(SCc2cn3cc(Cl)ccc3n2)s1
→ 0%	-3%	83%[activator]	6%	38	11%
- CC1(C)Cc2c(c(-c3ccco3)nc3sc4c(NCC5CCCO5)ncnc4c23)CO1 (centres undefined)
→ 0%	-5%	79µM*	6%	-3	-23%
- Nc1ccc(C(=O)Nc2ccc3nc(-c4ccncc4)[nH]c3c2)cc1
→ -6%	-5%	x	-6%	4	10%
- CCn1c(SCC(=O)Nc2ccc(C)cc2Br)nnc1-c1nonc1NC(C)=O
→ -6%	x	-12%	x	-27	x
- COc1ccccc1OCCC(=O)OCC(=O)c1[nH]c(C)c(C(C)=O)c1C
→ -7%	3%	-27%	-9%	-27	-4%
- O=S(=O)(c1ccc2ccccc2c1)N1CCN(c2ccc(O)cc2)CC1
→ x	x	x	-26%	-66*	u
- Cc1cc(C)c(C(=O)N2CCCC(Nc3ccc(F)cc3)C2)o1 (centres undefined)
→ 1%	-8%	u	-7%	-29	-7%
- CC(C)(C)NC(=O)CN(C(=O)CCC(=O)Nc1nccs1)c1ccc(F)c(Cl)c1
→ 0%	-1%	8%	1%	-10	-8%
- CCCCn1c(N)c(N(CC)C(=O)CN2C(=O)NC(C)(c3ccccc3)C2=O)c(=O)[nH]c1=O (centres undefined)
→ x	x	x	6%	u	22%
- C=CC[n+]1c(-c2ccc(OC)c(OC)c2)csc1NNC(=O)Nc1ccccc1
→ -5%	-6%	-2%	-5%	u	4µM*
- COc1cccc(CNC(=O)CCS(=O)(=O)c2cccs2)c1
→ u	1%	-31%	10%	4	10%
- CC(C)(C)NC(=O)C(=O)N/N=C/c1cccs1
→ -7%	1%	6%	5%	27	-1%
- O=C(NCCN1CCCCC1)Nc1cccc(C(F)(F)F)c1
→ 1%	-1%	2%	-7%	10	-8%
- O=C1c2cccc3c(Cl)ccc(c23)C(=O)N1O
→ -5%	-1%	2%	-4%	64	8%
- CCCCNc1cc(=O)n(C)c(=O)[nH]1
→ 4%	-16%	4%	-14%	20	-1%
- COc1cc2c(cc1OC)C(=Cc1ccc(N(C)C)cc1)C=C2
→ x	x	x	8.9µM*	21	10µM*
- CCOC(=O)c1[nH]c(C)c(C(=O)OCCOc2cccc(C)c2)c1C
→ -11%	0%	8%	-14%	-16	u
- CC1CCN(C(=O)c2ccc(NC(=O)CC3SC(N4CCCC4)=NC3=O)cc2)CC1 (centres undefined)
→ -12%	x	0%	-2%	-14	0%[8.37 µM]
- Cc1nc(NS(=O)(=O)c2cccc([N+](=O)[O-])c2)sc1C(C)(C)C
→ u	u	-1%	-9%	18	u
- C=CCN1CCN(C(=O)c2ccc3c(c2)OCO3)CC1
→ -10%	x	-13%	10%	-3	23%
- COc1ccc(NC(=O)CN(C)C(=O)c2c(C)nn(-c3ccccc3)c2Cl)cc1
→ -10%	x	0%	22%	x	-3%
- CCC(C)n1c(SCc2ccc([N+](=O)[O-])cc2)nc2ccsc2c1=O (centres undefined)
→ -13%	2%	5%	u	-23	10µM*
- COc1ccc(C(=O)Nc2ncc(C)s2)cc1S(=O)(=O)N1CCCC1
→ -5%	-1%	-2%	73%[activator]	-2	-10%
- COCCCN(Cc1ccccn1)S(=O)(=O)Cc1ccccc1
→ -5%	-1%	-5%	4%	1	17%
- CCOC(=O)N1CCN(C(=O)c2ccccc2NC(=O)COc2ccccc2C)CC1
→ u	1%	-14%	11%	15	u
- COC(=O)c1c(NC(=O)CCCOc2ccc(C)cc2)sc2c1C(C(=O)OC)CC2 (centres undefined)
→ 7%	x	-4%	x	11	x
- COC(=O)c1ccccc1NC(=S)NC(=O)COc1ccc(C(C)C)cc1
→ 4%	0%	5%	6%	6	6%
- COc1ccc(C2NC(=O)NC(C)=C2C(=O)Nc2cc(C)cc(C)c2)c(OC)c1 (centres undefined)
→ -5%	x	-15%	x	11	x
- COc1ccc(S(=O)(=O)N2CCCCC2C(=O)O)cc1OC (centres undefined)
→ -15%	5%	10%	-4%	12	2%
- CC(=O)Nc1ccc(S(=O)(=O)N(C)C2CCN(C)CC2)cc1
→ u	-5%	-18%	0%	-27	6%
- COc1ccc(-c2nn3c(=O)c(C)nnc3s2)cc1
→ -3%	11%	1%	-1%	x	3%
- Cc1ccc(C2(c3noc(CN(C)CCCN4CCOCC4)n3)CCCC2)cc1
→ 8%	-1%	-1%	x	u	x
- O=C1CCN(Cc2ccccc2)CCN1[C@H](COc1ccccc1)Cc1ccccc1
→ -11%	-9%	-24%	-29%	-39	8%
- O=C(COc1ccc(Cl)cc1)Nc1c(-c2cccs2)nc2ccccn12
→ 1%	2%	-29%	0%[2.32 µM]	-28	1%
- NC(=O)NCC1CC1
→ 7%	10%&-1%	7%	11%	5	-47%
- Cc1ccc(C(=O)Nc2cccc(C(=O)O)c2)cc1S(=O)(=O)N1CCCC1
→ 4%	x	0%	x	53	x
- CSc1nc(NCCCN(C)C)c2c3c(sc2n1)CN(C)CC3
→ 5%	-7%	2%	x	-10	x
- Cc1cccc(S(=O)(=O)NCCC(=O)OCC(=O)Nc2ccc(C#N)cc2)c1
→ 1%	4%	-5%	-11%[2.32 µM]	-35	9%
- COc1ccc(OC)c(/C=C(\NC(=O)c2ccccc2)C(=O)N/N=C/c2ccc(C)s2)c1
→ u	6%	7%	22%	-9	-26%
- O=C(Nc1ccccc1C(=O)N1CCCCC1)c1cc(F)c(F)cc1Cl
→ 5%	x	3%	3%	8	-15%
- COCCN1CCN(c2c(C)c(C)nc3cc(-c4cccc(OC)c4)nn23)CC1
→ x	x	x	161%[activator]	42	u
- CN1CCN(C(=O)CCc2ncc(C(F)(F)F)cc2Cl)CC1
→ 5%	3%	38%[activator]	6%	-29	9%

Filtered by structure, those above with a cyano group (two)
The line under a structure holds: AmpC detergent	FBPA Giardia inh	Sm TGR inh	AMA1-RON2 inh	HCMV antiviral	HCV inhibitor
- COc1cccc(C(=O)/C=C/c2ccc(OCC#N)c(OC)c2)c1
→ -3%	-6%	-8%	-5%	-100*	u
- Cc1cccc(S(=O)(=O)NCCC(=O)OCC(=O)Nc2ccc(C#N)cc2)c1
→ 1%	4%	-5%	-11%[2.32 µM]	-35	9%

Entries of single compounds, looked up by structure.
Entry for COc1ccc(OC)c(/C=C(\NC(=O)c2ccccc2)C(=O)N/N=C/c2ccc(C)s2)c1 : AmpC detergent: u; FBPA Giardia inh: 6%; Sm TGR inh: 7%; AMA1-RON2 inh: 22%; HCMV antiviral: -9; HCV inhibitor: -26%
Entry for COc1ccc(C2NC(=O)NC(C)=C2C(=O)Nc2cc(C)cc(C)c2)c(OC)c1 (centres undefined) : AmpC detergent: -5%; FBPA Giardia inh: x; Sm TGR inh: -15%; AMA1-RON2 inh: x; HCMV antiviral: 11; HCV inhibitor: x

Remaining list, next part
The line under a structure holds: AmpC detergent	FBPA Giardia inh	Sm TGR inh	AMA1-RON2 inh	HCMV antiviral	HCV inhibitor
- c1ccc(CCn2nnnc2C(c2cccnc2)N2CCOCC2)cc1 (centres undefined)
→ u	0%	8%	-4%	57	16%
- O=C(CCC1CCCCC1)NCCN1C2=NC[C@H](Cc3ccccc3)N2C[C@H]1Cc1ccc(O)cc1
→ 8%	8%	-35%	-1%	15	42%[activator][8.37 µM]
- COc1cccc(CN2CCCC(C(=O)c3ccccc3SC)C2)c1O (centres undefined)
→ 3%	0%	-7%	-15%	-29	u
- CC(C)Oc1ccc(C(CC(=O)O)NC(=O)CSc2ncn[nH]2)cc1 (centres undefined)
→ -1%	0%	3%	16%	51	20%
- COc1ccc(NC(=O)N2CCCCCC2)cc1OC
→ u	-7%	-6%	-4%	u	8%
- CCc1ccc(CN(Cc2ccco2)c2cnc(S(C)(=O)=O)nc2C(=O)Nc2ccc(C)c(Cl)c2)cc1
→ -2%	x	-1%	x	-2	x
- CC(C)(C)c1cc(P(=O)(c2ccccc2)c2ccccc2)ccc1O
→ 7%	7%	20%	-3%	72	-21%
